# Screening results (PubChem BioAssay)
# TEAD-YAP inh = TEAD-YAP interaction inhibition | HEK-TIYL cells, TEAD-Gal4/YAP UAS-luciferase luminescence | inhibition, % at 9.12 µM | hit rate 1.4% among 640,000; in the data active = inhibition above about 32%;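 note: 0% = median of test compound wells and 100% = reference inhibitor wells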
# MITF primary = human MITF inhibition, primary screen; AID 1259374; inhibition, % at 2.6 µM; hit rate 0.91% among 650,000; AlphaScreen MITF homodimerization, bead proximity signal; in the data active = inhibition above about 50%;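 note: 0% = vehicle wells with protein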
# GPR151 ag = human GPR151 activation. Q8TDV0. PathHunter beta-arrestin GPR151 cells, luminescence. activation, % at 11.2 µM. hit rate 1% among 650,000. AID 1508602; in the data active = activation above about 4.9%;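 note: 0% = median of compound wells and 100% = cells with positive control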
# FBW7 activator = human FBW7 E3 ligase activation, primary screen; hit rate 0.13% among 650,000; AlphaScreen FBW7–phospho-cyclin E peptide binding, activator screen; Q969H0; normalized activity (activation), % at 26.1 µM; AID 1259310; in the data active = normalized activity above about 1.9%;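 note: purified mutant Fbw7 with reduced substrate affinity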
# Target sequence (Q969H0 whole entry, looked up): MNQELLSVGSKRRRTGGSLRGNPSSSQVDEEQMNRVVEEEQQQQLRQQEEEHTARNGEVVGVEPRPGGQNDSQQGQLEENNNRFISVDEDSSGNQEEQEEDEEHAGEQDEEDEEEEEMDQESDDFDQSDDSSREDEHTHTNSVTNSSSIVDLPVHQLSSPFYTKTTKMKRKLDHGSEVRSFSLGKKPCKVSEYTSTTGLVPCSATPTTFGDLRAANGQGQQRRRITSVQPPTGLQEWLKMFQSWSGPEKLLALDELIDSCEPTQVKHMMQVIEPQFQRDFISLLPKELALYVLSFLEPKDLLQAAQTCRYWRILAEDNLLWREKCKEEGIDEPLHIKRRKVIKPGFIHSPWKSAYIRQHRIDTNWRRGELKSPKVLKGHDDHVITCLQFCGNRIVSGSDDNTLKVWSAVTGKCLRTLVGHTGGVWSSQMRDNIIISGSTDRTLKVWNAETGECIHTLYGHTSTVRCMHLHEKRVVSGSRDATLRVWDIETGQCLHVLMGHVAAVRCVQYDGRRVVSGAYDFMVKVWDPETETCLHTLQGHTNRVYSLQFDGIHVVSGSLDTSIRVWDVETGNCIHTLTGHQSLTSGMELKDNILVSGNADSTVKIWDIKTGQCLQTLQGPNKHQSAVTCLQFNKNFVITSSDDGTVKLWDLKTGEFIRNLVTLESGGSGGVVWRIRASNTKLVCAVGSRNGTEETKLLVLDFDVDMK
# * hit, by the source's call; . = not tested or not shown. The order is random. About 3.4% of those tested had a hit in this group.
SMILES,TEAD-YAP inh,MITF primary,GPR151 ag,FBW7 activator
CC(/C=C/c1ccccc1)=N/NC(=O)c1ccc(O)cc1O,-37.1,8.3,-0.1,0.0
COc1ccc(S(=O)(=O)N2CCn3c2nc2ccccc23)cc1,0.1,-7.4,0.2,-0.2
O=C(CCN1C(=O)c2ccc([N+](=O)[O-])cc2C1=O)Nc1cc(Cl)ccc1O,1.7,3.8,0.3,-0.2
COc1ccc(Cc2nnc(NC(=O)c3ccccc3F)s2)cc1OC,6.2,-5.6,0.5,0.0
Fc1ccc(C2=NC(C(F)(F)F)(C(F)(F)F)N=C3C=CC=CN32)cc1,-14.0,5.2,-1.4,-0.1
COc1ccccc1CNC(=O)C1CCN(c2c(C#N)cnc3cc(OC)c(OC)cc23)CC1,12.0,-1.7,-2.1,0.1
Cc1ccc(C(=O)NCC(=O)OCC(=O)c2ccc(Oc3ccc([N+](=O)[O-])cc3)cc2)cc1,8.4,13.2,0.4,0.1
Cc1ccc(NCC(O)COc2ccccc2)cc1C (centres undefined),-1.0,7.0,-0.3,-0.2
CCCCN(C)CCC(=O)Nc1ccccc1OC,-9.0,5.4,1.0,1.2
O=C(Cc1ccc(O)cc1)N1CCC(Cn2nc(-c3cccs3)ccc2=O)CC1,-1.7,-18.1,1.2,-0.1
COc1ccc(NC(=O)CSC2=NC(C)(C)N=C2c2ccc(F)cc2)cc1OC,8.6,-5.9,-0.4,1.3
O=C(NCc1cccnc1)C1CCN(c2ccc(Nc3ccccc3)nn2)CC1,-1.2,-7.8,-3.2,0.0
CCOc1ccccc1CNCc1ccc(C(=O)O)cc1,12.4,-3.5,0.6,0.0
COc1ccc(C(NC(=O)CCN2C(=O)c3ccccc3C2=O)c2ccccc2)cc1 (centres undefined),10.6,22.1,-1.0,0.0
Cc1ccc(C(=O)OCCNC(=O)C2CC(=O)N(c3ccccc3)C2)cc1 (centres undefined),-10.7,-9.3,-0.2,0.1
O=C1c2ccccc2C(Nc2ccccc2)N1c1ccccn1 (centres undefined),9.7,13.4,-1.4,-0.1
O=C(Cn1c2ccccc2c(=O)c2ccccc21)Oc1ccc(F)cc1,-6.7,-2.1,-0.6,0.3
c1ccc(CN2CCC(=NNc3ccccc3)CC2)cc1,2.6,5.7,0.5,0.0
COCCOC(=O)C1=C(C)NC2=C(C(=O)CC(c3ccc(OC)cc3)C2)C1c1ccc(C)cc1 (centres undefined),-3.8,9.9,0.8,0.0
COCCCNC(=O)c1cc(S(=O)(=O)N2CCOCC2)ccc1Sc1ccc(Br)cc1,4.5,-1.5,1.3,-0.3
COc1ccccc1-n1c(CNC(=O)c2ccc([N+](=O)[O-])cc2)nnc1SCC(=O)N1N=C(c2cccs2)CC1c1ccc(C)cc1 (centres undefined),19.4,3.8,-0.8,0.0
CCOC(=O)COc1ccc(S(=O)(=O)Nc2ccc(CC)cc2)cc1,9.0,-15.2,-0.2,0.3
O=C(O)C1CCN(C2CC(=O)N(CCc3ccccc3)C2=O)CC1 (centres undefined),-1.7,12.8,-1.1,0.3
COc1cc(=O)n2c(c1C(=O)N(C)Cc1cscn1)CCN(Cc1ccsc1)CC2,-4.6,-10.3,-0.3,-0.2
N#C/C(=C\c1ccc2c(c1)OCO2)C(=O)O,-2.9,0.7,-0.4,0.0
Cc1sc(NC(=O)CN(Cc2ccccc2)C(=O)C2CCCCC2)c(C(N)=O)c1C,-5.5,27.6,0.5,1.5
CC1=CC2=NC(=O)/C(=C\c3ccc(N(C)C)c(Br)c3)C(=N)N2O1,-18.8,15.9,-2.2,0.5
COC(=O)CC[C@H]1CN(Cc2ccc(OC)c3ccccc23)CC[C@H]1N1CCOCC1,-4.4,-10.3,0.6,-0.2
CC(C)NC(=O)C12CC3CC(C1)CC(C(=O)NC(C)C)(C3)C2,5.2,13.6,1.3,0.2
CCOC(CCl)/S(=N\S(=O)(=O)c1ccccc1)c1ccccc1[N+](=O)[O-] (centres undefined),-1.1,5.9,0.4,0.1
C=CCSc1nnc2c(n1)OC1(Nc3ccccc3-2)C(=O)Nc2ccc(Br)cc21 (centres undefined),-14.8,11.9,1.2,0.3
O=C(CCn1nnc2ccccc21)OCC(=O)c1ccc(F)cc1,1.6,-9.1,-0.6,0.0
N#C/C(=C\c1ccsc1)c1nnc2n1CCCCC2,-2.2,10.4,1.2,0.3
COC(=O)C(NC(=O)c1ccccc1C)(Nc1ncc(Cl)cc1C(F)(F)F)C(F)(F)F (centres undefined),-12.1,1.5,-1.5,0.0
COc1ccc(OC(=O)COc2cccc(C)c2)cc1,-1.6,5.7,-2.2,0.4
COc1cc2nc(N3CCOCC3)nc(N)c2cc1OC,-2.4,8.9,-0.5,0.7
COc1ccc(CSCC(=O)Nc2c(F)cccc2F)cc1,6.7,3.9,0.0,0.1
C/C(CC(=O)Nc1cccc(C(F)(F)F)c1)=N\NC(=O)c1cccs1,-47.4,12.0,-2.7,0.1
C=CCNC(NC(=O)c1ccc(C)cc1)C(Cl)(Cl)Cl (centres undefined),-7.8,10.2,0.1,0.0
CCn1c(SCc2cccnc2)nnc1-c1c[nH]c2ccccc12,3.7,-23.6,0.7,0.2
O=C(O)CN1C(=O)/C(=C/c2ccccc2F)Sc2ccccc21,8.3,-4.7,0.9,0.1
O=C1N[C@@H](CO)C(=O)N2CCN(C(=O)c3ccccc3)C[C@H]12,10.3,5.8,1.6,0.2
O=C(CN1C(=O)c2ccc([N+](=O)[O-])cc2C1=O)NCc1ccc(C(=O)O)cc1,1.9,11.8,-0.9,-0.2
CCCOc1ccc(C(=O)Nc2ccc(S(=O)(=O)Nc3nccs3)cc2)cc1,-8.3,16.4,0.0,0.5
COc1ccc(N2C(=O)NC(NS(=O)(=O)c3ccccc3)(C(F)(F)F)C2=O)cc1 (centres undefined),11.4,12.9,-0.1,0.5
Cc1cc(C)c2cc(CN(Cc3cccs3)C(=O)c3cnccn3)c(=O)[nH]c2c1,-4.2,-1.9,-1.5,0.1
CCN(CC)c1nc(NCCOc2ccccc2)nc(Nc2ccc(C(F)(F)F)cc2)n1,-20.3,6.9,-0.7,0.0
Cc1nc2c3cccnc3nn2c(C)c1CCC(=O)NCc1ccco1,-0.3,3.2,0.1,0.0
CC1CCN(c2ncnc3c2c(-c2ccccc2)cn3-c2ccc(F)cc2)CC1,0.9,6.3,-1.0,0.3
Cn1cc(SCC(=O)NCc2ccccc2)c2ccccc21,-0.3,20.5,-1.6,0.1
CCOC(=O)N1CCC(NC(=O)CCCn2c(C)ccc2C)CC1,2.1,-1.9,1.9,-0.2
CC(C)CCN1C(=O)C(O)(CC(=O)c2cccc([N+](=O)[O-])c2)c2ccccc21 (centres undefined),3.1,-11.6,-0.3,0.1
Cc1ccc(NC(=O)CCCOc2ccc(C(C)(C)C)cc2)c(Br)c1,-25.8,7.7,1.8,0.4
CCCN1CCC(N2CCC(C(=O)NC(C)c3ccc(S(C)(=O)=O)cc3)CC2)CC1 (centres undefined),2.8,-4.4,-1.0,0.0
CCSc1nnc(CNC(=O)c2ccc(F)cc2)o1,12.4,11.2,-0.4,0.1
Cc1ccc(C)c(N(CC(=O)NC2CCCCC2)S(=O)(=O)c2ccccc2)c1,9.8,-4.7,2.3,0.0
COc1ccc(CC(=O)NCc2nnc(SCC(=O)c3ccc(OC)cc3)n2C)cc1,-0.2,20.2,-0.4,0.7
Fc1ccc(-c2cc(C(F)(F)F)nc(NCc3cccnc3)n2)cc1,40.0*,14.1,-0.2,0.0
COCCNC(=O)c1ccc(-c2cc(C(C)C)ccc2OC)nc1NCC1CC1,7.9,-21.3,0.6,0.0
Cc1ccc(CN2CCC3(CC2)NC(=O)N(Cc2ccc(C)cc2)C3=O)cc1,2.9,-5.4,-0.4,0.2
# The listing continues.
SMILES,TEAD-YAP inh,MITF primary,GPR151 ag,FBW7 activator
C/C(CC(=O)Nc1cc(C)cc(C)c1)=N\NC(=O)Cc1csc(N)n1,-0.2,12.0,0.2,-0.2
CC1(C)CC(=O)c2cc3c(N)c(C(=O)c4ccc(F)cc4)sc3nc2C1,-3.5,-1.4,0.4,0.5
Cc1c(C(=O)N2CCOCC2)sc(NC(=O)c2ccc3c(c2)OCO3)c1C#N,-1.9,1.3,0.0,-0.1
O=C(c1ccc(Cl)cc1)N1CCN(c2nc(-c3ccccc3)c3cc([N+](=O)[O-])ccc3n2)CC1,-0.4,16.1,-1.6,0.0
CN(C)C(=O)c1cc(-c2cn[nH]c2)ccc1NC(=O)C(N)c1ccc(Cl)cc1 (centres undefined),3.6,-2.1,1.1,-0.1
CCOC(=O)c1c(C)oc2ccc(OCC(=O)OC)cc12,-1.1,-1.3,-0.6,-0.1
N#C/C(=C\c1c(F)cccc1F)C(=O)Nc1ccccc1F,2.6,11.4,1.2,0.2
O=C(NCCN1CCOCC1)c1cn(-c2ccc(F)cc2F)c(=O)c2ccccc12,13.9,6.3,0.9,-0.1
O=[N+]([O-])c1ccc(Nc2nc(NCCO)nc(N3CCOCC3)n2)cc1,-0.8,14.3,-1.4,0.2
Cc1c(NC(=O)CNc2cccc3ccccc23)c(=O)n(-c2ccccc2)n1C,9.7,-2.3,-1.8,-0.3
CCOc1c(-c2ccc(Cl)cc2)oc2ccccc2c1=O,-0.8,-4.9,-0.8,-0.1
Cc1ccc(-c2cnc3ccc(NCc4ccco4)nn23)cc1C,-7.2,22.3,-0.6,0.0
CCc1ccc(NC(=O)CSc2nc3cc(C(=O)OC)ccc3c(=O)n2CC2CCCO2)cc1 (centres undefined),-18.6,-5.0,1.4,0.0
O=C1/C(=C/c2ccncc2)CCC/C1=C\c1ccncc1,59.0*,-2.4,0.0,-0.2
CCCCC1CCC(c2nc(-c3ccncc3)no2)CC1 (centres undefined),.,2.1,2.4,.
Cc1ccc(C)c(Cn2nnc(C(=O)NCc3ccc(F)cc3)c2N)c1,-1.1,-11.7,-0.1,0.0
CC(=O)Nc1ccc(OCC(O)Cn2ccnc2C)cc1 (centres undefined),11.3,3.9,-0.9,0.0
O=C1C2C3c4ccccc4C(C(=O)O)(c4ccccc43)C2C(=O)N1Cc1ccccc1 (centres undefined),-6.7,7.0,2.0,0.1
C=CCN1C(=O)/C(=C\c2cccc(OC)c2O)C(C(=O)OC)=C1C,12.1,21.1,-0.4,0.4

# Filtered by structure, the compounds so far with fluorine (18)
SMILES,TEAD-YAP inh,MITF primary,GPR151 ag,FBW7 activator
COc1ccc(Cc2nnc(NC(=O)c3ccccc3F)s2)cc1OC,6.2,-5.6,0.5,0.0
Fc1ccc(C2=NC(C(F)(F)F)(C(F)(F)F)N=C3C=CC=CN32)cc1,-14.0,5.2,-1.4,-0.1
COc1ccc(NC(=O)CSC2=NC(C)(C)N=C2c2ccc(F)cc2)cc1OC,8.6,-5.9,-0.4,1.3
O=C(Cn1c2ccccc2c(=O)c2ccccc21)Oc1ccc(F)cc1,-6.7,-2.1,-0.6,0.3
O=C(CCn1nnc2ccccc21)OCC(=O)c1ccc(F)cc1,1.6,-9.1,-0.6,0.0
COC(=O)C(NC(=O)c1ccccc1C)(Nc1ncc(Cl)cc1C(F)(F)F)C(F)(F)F (centres undefined),-12.1,1.5,-1.5,0.0
COc1ccc(CSCC(=O)Nc2c(F)cccc2F)cc1,6.7,3.9,0.0,0.1
C/C(CC(=O)Nc1cccc(C(F)(F)F)c1)=N\NC(=O)c1cccs1,-47.4,12.0,-2.7,0.1
O=C(O)CN1C(=O)/C(=C/c2ccccc2F)Sc2ccccc21,8.3,-4.7,0.9,0.1
COc1ccc(N2C(=O)NC(NS(=O)(=O)c3ccccc3)(C(F)(F)F)C2=O)cc1 (centres undefined),11.4,12.9,-0.1,0.5
CCN(CC)c1nc(NCCOc2ccccc2)nc(Nc2ccc(C(F)(F)F)cc2)n1,-20.3,6.9,-0.7,0.0
CC1CCN(c2ncnc3c2c(-c2ccccc2)cn3-c2ccc(F)cc2)CC1,0.9,6.3,-1.0,0.3
CCSc1nnc(CNC(=O)c2ccc(F)cc2)o1,12.4,11.2,-0.4,0.1
Fc1ccc(-c2cc(C(F)(F)F)nc(NCc3cccnc3)n2)cc1,40.0*,14.1,-0.2,0.0
CC1(C)CC(=O)c2cc3c(N)c(C(=O)c4ccc(F)cc4)sc3nc2C1,-3.5,-1.4,0.4,0.5
N#C/C(=C\c1c(F)cccc1F)C(=O)Nc1ccccc1F,2.6,11.4,1.2,0.2
O=C(NCCN1CCOCC1)c1cn(-c2ccc(F)cc2F)c(=O)c2ccccc12,13.9,6.3,0.9,-0.1
Cc1ccc(C)c(Cn2nnc(C(=O)NCc3ccc(F)cc3)c2N)c1,-1.1,-11.7,-0.1,0.0
